KOR beta-arrestin-1: KOR agonists, beta-arrestin recruitment, primary screen, cell-based, luminescence, uHTS (AID 1777); KOR beta-arrestin recruitment, luminescence; higher % means a stronger effect; 280,000 compounds, 0.02% hits; activation, % at 10 µM, or EC50 in µM where a hit was titrated; in the data active = activation above about 50%, passing the limit was not always enough; note: a part of the inactive calls stands beside numbers as strong as those of hits
West Nile antiviral: inhibition of WNV-induced cytopathic effect – cell-based, CPE readout (AID 1621); West Nile virus-infected cells, CPE inhibition; higher % means a stronger effect; one-dose CPE inhibition, % at 10 µM; IC50 in µM for titrated hits; 290,000 compounds, 0.02% hits; in the data active = a potency from the dose series; inconclusive = CPE inhibition mostly from about 3.7% at the one dose, without a potency; inactive = the rest, 99 in 100 with CPE inhibition below about 2.2%; note: strong numbers were not always called active
GPR55 LPI antagonism: GPR55 antagonists blocking LPI-driven arrestin recruitment, primary screen, imaging, U2OS, beta-arrestin-GFP, LPI agonist (AID 2013) | 290,000 compounds, 0.13% hits | inhibition, % at 10 µM; hits with a dose series show IC50 in µM | U2OS GPR55 beta-arrestin-GFP translocation imaging, LPI antagonism; higher % means a stronger effect;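 active = spots per cell inhibited over 60%, with over 100 cells counted and total cytoplasm intensity under 500,000; inconclusive = wells with under 100 cells, flagged as likely toxic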;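 note: U2OS cells stably carrying GPR55 and arrestin-GFP stimulated by 5 µM LPI near EC80; imaged beta-arrestin-GFP aggregate spots per cell after agonist stimulation; plate controls were LPI-stimulated DMSO wells for no effect and DMSO wells without LPI for full effect; some results filed as inactive read as strong as hits; confirmed hits need IC50 under 10 µM and bright autofluorescent wells are also inconclusive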
NTR1 ag: NTR1-driven beta-arrestin-GFP spot formation – imaging, U2OS cells, high content, primary screen (AID 493036); activation, % at 20 µM; 330,000 compounds, 0.17% hits; agonist mode; P30989;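 active = activation at or above 40% of the spot to cytoplasm intensity ratio, with at least 20 cells analyzed; inconclusive = wells under 20 cells, flagged as cytotoxic or low count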;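 note: 0% = DMSO without peptide and 100% = 100 nM NTR1 peptide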
Target sequence (P30989 whole entry, looked up): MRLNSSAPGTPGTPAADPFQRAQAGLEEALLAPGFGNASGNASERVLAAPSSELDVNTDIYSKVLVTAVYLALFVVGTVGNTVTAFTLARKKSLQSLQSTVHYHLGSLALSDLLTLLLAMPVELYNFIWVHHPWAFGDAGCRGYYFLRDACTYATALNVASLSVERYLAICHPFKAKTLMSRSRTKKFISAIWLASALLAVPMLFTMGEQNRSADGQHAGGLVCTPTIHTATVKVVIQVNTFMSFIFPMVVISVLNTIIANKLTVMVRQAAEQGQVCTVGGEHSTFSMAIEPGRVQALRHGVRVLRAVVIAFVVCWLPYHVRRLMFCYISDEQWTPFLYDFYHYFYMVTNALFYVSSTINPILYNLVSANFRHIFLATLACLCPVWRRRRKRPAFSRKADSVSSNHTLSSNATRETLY
PhoP inhibition: inhibitors of PhoP regulon expression, primary screen, Salmonella Typhimurium, GFP reporter (AID 1863). 300,000 compounds, 0.16% hits. S. Typhimurium PhoP-regulated promoter GFP reporter, 4 h; higher % means a stronger effect. inhibition, % at 50 µM, or IC50 in µM where a hit was titrated;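 active = inhibition over 29.93%, a cutoff 3 SD above the screen mean, later confirmed by dose response; inconclusive = inhibition over 29.93% but no dose response follow-up; inactive = inhibition at most 29.93% or unconfirmed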;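 note: 0% = low Mg2+ inducing control and 100% = high Mg2+ repressing control; strong numbers were not always called active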
KOR beta-arrestin-2: KOR antagonists, beta-arrestin recruitment, cell-based, luminescence, uHTS (AID 1778); KOR beta-arrestin recruitment, luminescence, antagonist mode; higher % means a stronger effect; 290,000 compounds, 0.091% hits; one-dose inhibition, % at 10 µM; IC50 in µM for titrated hits; in the data active = inhibition above about 50%; note: strong numbers were not always called active
GPR35 arrestin U2OS: GPR35 antagonists blocking zaprinast-driven arrestin recruitment, primary screen, imaging, U2OS, beta-arrestin-GFP, zaprinast agonist (AID 2058). inhibition, % at 10 µM, or IC50 in µM where a hit was titrated. 290,000 compounds, 0.052% hits. U2OS GPR35 beta-arrestin-GFP translocation imaging, zaprinast antagonism; higher % means a stronger effect;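 active = inhibition of at least 50% with at least 30 cells and total cytoplasm GFP at most 10,000,000; inconclusive = under 30 cells or total GFP of 10,000,000 plus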
GPR55 activation: GPR55 agonists via beta-arrestin recruitment, primary screen, imaging, U2OS cells, beta-arrestin-GFP redistribution (AID 1961) | activation, % at 10 µM; hits with a dose series show EC50 in µM | 290,000 compounds, 0.048% hits | U2OS GPR55 beta-arrestin-GFP redistribution imaging; higher % means a stronger effect;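 active = activation above 40% with more than 50 cells counted in the well; inconclusive = wells holding fewer than 50 cells, flagged as toxic or sparse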;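 note: U2OS osteosarcoma cells stably expressing GPR55 and beta-arrestin-GFP; plate controls were DMSO negative control for no effect and LPI positive control for full effect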
T cell modulator: T cell immune modulation candidate; AID 2052; 2C CD8+ T cell-vesicle binding, flow cytometry; stronger effect = lower value; calls only at 7 µM; 330,000 compounds, 0.068% hits;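 active = response, share of CD8 T cells binding vesicles, and their 90th percentile fluorescence all below set limits, cut at about 80% in these data, passing the limit was not always enough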
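Assay system – 2C mouse CD8+ T cells · Also added – QL9-loaded Drosophila micro-vesicles · Timing – Cell–vesicle co-incubation 1.5 h at 37 °C, staining 20 min on ice · Signal – flow cytometry of vesicle-bound cells · Measure – percent CD8+ FL2 mean versus row control · Controls – Peptide-free naked vesicles (low) and QL9 vesicles with 0.7% DMSO vehicle (high)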
T cell modulator vesicle-bound %: second read-out of T cell modulator, no call of its own (marks repeat the call); double positive events, %; measured here: CD8+ vesicle-bound cell fraction;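 binding gate set so that unloaded-vesicle control wells show 10% double positive cells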
NTR1 ag cell count 20 µM: further read-out of NTR1 ag, marked with its call; cell count; measured here: cell count, cytotoxicity flag
Numbers without * were called inactive; i = inactive; ? = inconclusive; / = no result given; [ ] = remark or other dose.

SMILES	KOR beta-arrestin-1	West Nile antiviral	GPR55 LPI antagonism	NTR1 ag	NTR1 ag cell count 20 µM	PhoP inhibition	KOR beta-arrestin-2	GPR35 arrestin U2OS	GPR55 activation	T cell modulator	T cell modulator vesicle-bound %
CC(C)C(c1nnnn1Cc1ccco1)N1CCN(c2cccc(Cl)c2)CC1 (centres undefined)	/	/	-3%	3.0	51	-8%	-2%	7%	-1.0%	i	17
O=C(O)c1ccc(-c2nnc(-c3cccc(Br)c3)o2)cc1	-2.0%	-0.1%	-18%	0.3	49	-6%	-38%	5%	-0.2%	i	24
O=C(CC(Nc1ccccc1)c1ccccc1)C1CC1 (centres undefined)	3.3%	0.0%	3%	-0.2	56	1%	11%	4%	-0.1%	i	27
NC(=O)C1CCCN1S(=O)(=O)c1ccc2ccccc2c1 (centres undefined)	-0.8%	-0.2%	11%	-0.7	97	-3%	-16%	-18%	0.3%	i	62
CNC(=S)NNC(=O)c1cccn(Cc2cccc(C(F)(F)F)c2)c1=O	-0.4%	-0.3%	3%	-0.4	54	-1%	-26%	5%	0.0%	i	58
COc1ccc(N2CCn3c2nc2c3c(=O)n(CCCc3ccccc3)c(=O)n2C)c(OC)c1	/	0.3%	0%	7.8	78	-5%	/	0%	0.6%	i	36
CN(C)c1ccc(CNC2C3CC4CC(C3)CC2C4)cc1 (centres undefined)	-1.5%	-2.0%	10%	0.4	64	3%	4%	-8%	-0.2%	i	58
CCCCn1nc2cc(C(=O)NC3CCCc4ccccc43)ccc2c1OCC (centres undefined)	3.2%	-0.3%	24%	-3.1	89	8%	9%	6%	0.0%	i	36
O=C(O)c1ccc(S(=O)(=O)c2ccc3c(c2)C(=O)N(NC(=O)c2ccncc2)C3=O)cc1	5.2%	0.2%	17%	0.3	58	-12%	-10%	-3%	-0.1%	i	34
COc1ccc(NC(=O)CS(=O)(=O)c2cn(CC(=O)N3CCCC3)c3ccccc23)c(OC)c1	-1.9%	0.1%	12%	0.1	59	-3%	33%	-6%	0.0%	i	9
Cc1cccc(C(=O)NC(=S)Nc2ccc(S(=O)(=O)N3CCCCC3)cc2)c1	-0.6%	-0.3%	-5%	2.9	42	21%	28%	-10%	0.2%	i	46
CCCN1C(=O)/C(=N\OCC(=O)Nc2ccc(C(C)C)cc2)c2ccccc21	2.8%	?	4%	6.0	55	-2%	14%	-15%	-0.4%	i	39
CCOc1ccccc1N1CCN(CC(O)COCc2cccs2)CC1 (centres undefined)	-5.2%	-1.4%	-14%	0.4	42	7%	-4%	-4%	0.1%	i	22
COc1ccc([N+](=O)[O-])cc1NC(=O)Nc1cccc(Cl)c1	0.0%	-1.6%	6%	2.2	35	4%	-30%	-1%	0.1%	i	48
CC1CC(C)CN(c2ncc3c(n2)CC(c2ccc(Cl)cc2)CC3=O)C1 (centres undefined)	9.6%	-0.6%	-3%	12	61	2%	-14%	-5%	0.2%	i	10
COC(=O)CSc1nc2c(cnn2-c2ccc(Cl)cc2)c(=O)[nH]1	-7.1%	-0.2%	1%	1.7	85	18%	-5%	-3%	0.0%	i	61
CCOC(=O)c1c(-c2ccccc2Cl)csc1NC(=O)c1cc(S(=O)(=O)N2CCOCC2)ccc1C	2.0%	-1.3%	15%	3.7	34	22%	-1%	-1%	-0.4%	i	29
Cc1ccccc1Nc1nnc(SCC(=O)c2cc3ccccc3o2)s1	4.4%	-0.4%	8%	0.7	51	1%	25%	-18%	0.2%	i	26
CCOC(=O)c1ccc(NC(=S)NCCCN2CCCC2=O)cc1	/	-0.6%	6%	-1.2	65	4%	-19%[20 µM]	9%	-0.1%	i	29
COC(=O)/C(=C/c1ccco1)NC(=O)c1ccc(Br)o1	1.2%	-0.5%	5%	-1.0	63	-7%	-31%	-17%	-0.1%	i	59

Two neighbouring compounds already listed:
SMILES	KOR beta-arrestin-1	West Nile antiviral	GPR55 LPI antagonism	NTR1 ag	NTR1 ag cell count 20 µM	PhoP inhibition	KOR beta-arrestin-2	GPR35 arrestin U2OS	GPR55 activation	T cell modulator	T cell modulator vesicle-bound %
CCOC(=O)c1ccc(NC(=S)NCCCN2CCCC2=O)cc1	/	-0.6%	6%	-1.2	65	4%	-19%[20 µM]	9%	-0.1%	i	29
COC(=O)/C(=C/c1ccco1)NC(=O)c1ccc(Br)o1	1.2%	-0.5%	5%	-1.0	63	-7%	-31%	-17%	-0.1%	i	59

More results:
SMILES	KOR beta-arrestin-1	West Nile antiviral	GPR55 LPI antagonism	NTR1 ag	NTR1 ag cell count 20 µM	PhoP inhibition	KOR beta-arrestin-2	GPR35 arrestin U2OS	GPR55 activation	T cell modulator	T cell modulator vesicle-bound %
COc1cccc(NC(=O)Nc2cc(NC(=O)Nc3cccc(OC)c3)c(C)nc2C)c1	-1.6%	0.2%	14%	0.7	46	0%	-23%	2%	0.5%	i	45
CC(C)CNC(=O)CSc1nc2nn(-c3ccccc3)c(=O)c-2c2n1CCCCC2	-3.3%	-0.9%	10%	1.1	57	9%	15%	14%	-0.2%	i	39
CCOc1ccc(Nc2cc(C)nc(-n3nc(C)cc3C)n2)cc1	-0.1%	-0.6%	-15%	2.1	57	9%	-105%	-8%	-0.1%	i	41
COc1cc(NC(=O)C2=CC(c3ccc(C)cc3)=NS(=O)(=O)N2C)cc(OC)c1OC	2.1%	-0.8%	-6%	1.1	47	/	-17%[20 µM]	11%	-0.3%	i	0
Cc1ccc(C(=O)Nc2ccc3[nH]c(=O)[nH]c3c2)c(C)c1	2.7%	-0.6%	1%	0.7	44	-10%	-12%	-30%	-1.2%	i	30
COc1ccc([C@H]2C=C3CN(C(=O)OC(C)(C)C)S(=O)(=O)[C@H]3C[C@H]2OC(=O)c2cccs2)cc1	3.0%	-0.3%	5%	-2.5	74	3%	12%	-4%	0.0%	i	54
CC1(C)CC(=O)C=C(Nc2ccc(S(N)(=O)=O)cc2)C1	-2.6%	0.8%	-12%	1.9	66	27%	14%	1%	-0.1%	i	57
O=C(CCn1c(=O)c2cccn2c2cccnc21)NCc1cccc(Cl)c1	-0.9%	?	-1%	0.3	67	-2%	-1%	-6%	0.1%	i	13
CCNC(=S)N1CCC(NC(=O)c2ccco2)CC1	/	1.0%	3%	-0.5	52	0%	-17%[20 µM]	7%	-0.1%	i	61
CCOC(=O)Cc1nc(-c2ccccc2)n[nH]1	-3.3%	-0.1%	2%	1.2	44	-5%	11%	1%	-0.3%	i	52
O=c1c2ccccc2nc2n1C(CSc1ccccc1)CS2 (centres undefined)	1.5%	-0.6%	5%	-0.6	34	0%	-15%	10%	-0.1%	i	28
CC1=Nc2ccccc2N=C(NC(=O)/C=C/C(=O)O)C1c1ccccc1 (centres undefined)	-4.3%	0.0%	-7%	0.2	62	-6%	12%	-4%	-0.3%	i	45
CCOC(=O)CSc1nnc(CNC(=O)c2cccs2)n1-c1ccccc1	-0.5%	/	-9%	-1.2	63	4%	-20%	3%	0.0%	i	55
CC/C(O)=C1\C(=O)CC(C)(C)CC1=NCCc1nc2ccccc2[nH]1	-3.7%	-1.1%	4%	0.9	48	3%	11%	-15%	-0.1%	i	42
O=C(c1ccc(F)cc1)N1CCN(C2CCCCC2)CC1	4.6%	-0.3%	5%	-0.4	60	7%	14%	11%	-0.2%	i	58
C/C(=N\NC1=NCCN1)c1ccccc1	-4.9%	-0.1%	0%	1.0	44	-3%	14%	-2%	0.2%	i	24
N#CC1=C(SCc2ccccc2Cl)NC(=O)C(C(N)=O)C1 (centres undefined)	11%	0.4%	-3%	0.6	59	10%	-38%	-9%	0.5%	i	24
Cc1cccc(OCC(O)Cn2ccnc2C)c1 (centres undefined)	-1.8%	-0.9%	-1%	0.8	59	0%	-4%	9%	0.4%	i	31
Cc1ccc(C(=O)NCCc2nc3ccccc3[nH]2)cc1[N+](=O)[O-]	1.4%	-0.9%	0%	0.3	60	25%	34%	-2%	-0.5%	i	5
COc1cc(-c2[nH]ncc2CN2CCCC2c2nonc2C)cc(OC)c1OC (centres undefined)	/	-0.3%	14%	-0.1	74	/	-33%[20 µM]	2%	0.3%	i	31
Cc1ccc(C)n1NC(=O)c1ccccc1O	1.8%	-0.6%	7%	-0.9	42	0%	-35%	21%	0.4%	i	11
CCC(C)n1c(SCC(=O)Nc2cc(C)on2)nc2ccccc2c1=O (centres undefined)	1.1%	-0.4%	16%	2.1	54	6%	-13%	-6%	0.0%	i	51
Cc1ccc(S(=O)(=O)c2nc(N3CCOCC3)sc2Cl)cc1	-1.6%	-0.2%	8%	-0.4	55	9%	-29%	4%	-0.1%	i	46
CCC(=O)N1CCc2cc(S(=O)(=O)N3CCc4ccccc43)ccc21	0.7%	/	-1%	2.3	67	-7%	-35%	-10%	-0.1%	i	65
CC(C)n1cnc2cc(NCc3nc4ccccc4n3C)ccc21	1.4%	-0.8%	-2%	1.0	60	-4%	-15%	-2%	-0.2%	i	7
Cc1cccc(C(=O)Oc2ccc(/C=N/NC(=O)c3ccccc3O)cc2)c1	10%	-0.5%	10%	22	61	3%	-2%	1%	-0.2%	i	45
CCN1CCN(C(c2cccc(OC)c2)c2sc3nc(C)nn3c2O)CC1 (centres undefined)	1.7%	-0.2%	3%	-0.1	66	4%	18%	-15%	0.3%	i	56
COc1cccc(C(=O)Nc2cccc(-c3nnc(-c4ccco4)o3)c2)c1	1.1%	0.5%	-20%	37	55	0%	-20%	-4%	-0.1%	i	58
O=C1c2ccccc2C(=O)N1CC1c2ccccc2CCN1C(=O)N1CCOCC1 (centres undefined)	-2.1%	0.1%	19%	0.4	35	5%	18%	-1%	0.0%	i	27
CCCCn1nc2cc(C(=O)NCc3ccc4c(c3)OCO4)ccc2c1OCC	-4.5%	-0.6%	14%	0.0	59	-7%	7%	3%	0.0%	/	/
CCOC(=O)c1c(S(=O)(=O)N2CCC(C)CC2)c(C)n(C)c1C	-10%	0.4%	-5%	0.2	66	4%	-20%	3%	-0.2%	i	58
O=C(c1ccccc1)c1ccccc1N1C(=O)C=CC1=O	-1.5%	-0.2%	18%	-1.9	43	-3%	30%	4%	0.8%	i	16
Cc1nn(C2CCS(=O)(=O)C2)c(Cl)c1/C=C/C(=O)OCC(=O)Nc1ccccc1[N+](=O)[O-] (centres undefined)	-7.8%	-0.4%	-12%	-0.5	27	3%	6%	-10%	0.5%	i	37

Screens: PubChem, several laboratories
